CBFb RUNX1 block – blocks binding between human CBF-beta and RUNX1; AlphaScreen CBFb-His/RUNX1-biotin binding, biochemical; 230,000 tested, under 10 active; Potency, µM (doses to about 59.8 µM), without a hit: top-dose activity, negative = inhibition, hits mostly inhibitors; Q01196+Q13951; further: % of control where 0% means no effect
Target sequence (Q01196 whole entry, looked up): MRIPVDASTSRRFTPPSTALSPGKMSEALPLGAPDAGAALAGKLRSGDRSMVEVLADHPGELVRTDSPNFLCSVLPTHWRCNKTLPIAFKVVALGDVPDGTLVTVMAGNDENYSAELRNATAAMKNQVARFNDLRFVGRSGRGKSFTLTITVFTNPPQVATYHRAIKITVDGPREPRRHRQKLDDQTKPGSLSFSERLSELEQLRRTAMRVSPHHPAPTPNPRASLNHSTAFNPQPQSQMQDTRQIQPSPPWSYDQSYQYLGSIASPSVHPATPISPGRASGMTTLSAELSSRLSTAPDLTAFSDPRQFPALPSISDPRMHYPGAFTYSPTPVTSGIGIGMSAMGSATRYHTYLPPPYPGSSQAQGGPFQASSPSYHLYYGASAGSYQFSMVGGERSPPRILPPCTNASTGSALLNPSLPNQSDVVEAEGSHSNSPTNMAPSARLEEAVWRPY
Target sequence (Q13951 whole entry, looked up): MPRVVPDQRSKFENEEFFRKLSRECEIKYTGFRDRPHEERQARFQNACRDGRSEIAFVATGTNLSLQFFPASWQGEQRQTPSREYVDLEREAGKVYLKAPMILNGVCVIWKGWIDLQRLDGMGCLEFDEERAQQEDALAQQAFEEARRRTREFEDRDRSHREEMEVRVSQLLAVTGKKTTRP
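Read-out: AlphaScreen. Format: His-CBF-beta with biotinylated RUNX1 (30 nM each) preincubated 20 min, compound 15 min, Ni-chelate plus streptavidin beads 90 min; room temperature throughout.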
KinaseGlo FLuc – counter-screen: inhibitors of Kinase-Glo firefly luciferase; Q27757; Kinase-Glo luciferase, ATP luminescence, 8 min; Potency, µM (top dose mostly 38.3 µM), for the others: at the top dose activity change, negative = inhibition, most hits filed as inhibitors; 200,000 compounds, 0.28% hits; AID 1379; further: potency means the concentration at half of the fitted maximal effect; on the % scale 0 is the no-effect control and ±100 the full control effect; nearly all actives have a fitted effect of over 60% in size
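Light output from Kinase-Glo luciferase with luciferin and 10 uM ATP in 50 mM imidazole pH 7.2, KCl, MgCl2, Tween 20, BSA; compound pin-delivered, 8-min ambient incubation, then luminescence read.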
Lamin A splicing – modulators of lamin A splicing; HeLa LMNA splicing GFP/RFP minigene ratio, 48 h; Potency, µM (titrated, usually from 46.1 µM), for the others: at the highest dose ratio change, negative = inhibition, actives largely listed as inhibitors; AID 1487; 200,000 compounds, 0.01% hits; active means well fitted inhibition curve with a large enough effect in the signal ratio, with a control signal flat, not every such curve was filed as active; inconclusive means small, poorly fitted or top-dose-only effect, or effect the other way, or a change in a side signal; the % refers to the signal ratio; further: potency means the concentration at half of the fitted maximal effect; on the % scale 0 is the no-effect control and ±100 the full control effect
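S3 HeLa cells stably expressing lamin A-EGFP splicing minigene plus DsRed2, 600 cells/well, 48 h compound exposure at 37C. Laser-scanning cytometry; analysed as GFP (500-530 nm)/RFP (575-640 nm) total intensity ratio; 0.5% DMSO vehicle.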
IMPase Li cell – membrane-permeable IMPase blocker, potentiated with lithium | CHO-M1 cells, IP1 TR-FRET (IP-One), carbachol + lithium | Potency, µM (doses to about 59.4 µM), for inactives: at the highest dose activity, negative = IMPase inhibition, most hits filed as inhibitors | 210,000 compounds, 0.35% hits;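 further: IP1 builds up when IMPase is blocked and the TR-FRET signal falls; potency means the concentration at half of the fitted maximal effect; plate controls were basal vehicle for no effect and high inhibitor control for full effect; nearly all actives have a fitted effect of over 50% in size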
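Concentration–response in CHO-M1 cells, lithium-potentiated; 30 min at 37C. IP1 detected by competitive TR-FRET after 10 min lysis at RT. Hill-fitted AC50.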
Epigenetic derep – derepresses silenced GFP reporter in murine cells | 280,000 compounds, 0.2% hits | Potency, µM (highest dose often 53.9 µM), without a hit: top-dose GFP activation, hits mostly activators | murine LDR cells, GFP reporter derepression, 30 h; further: potency means the concentration at half of the fitted maximal effect; % of control where 0% means no effect; nearly all actives have a fitted effect of over 60% in size
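Readout is the number of GFP-expressing murine LDR cells, counted by cytometry following washing. Cells were treated with compound for 30 h at 37 C; the stably integrated CMV-GFP locus is normally silent.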
NPSR antag – antagonists of human neuropeptide S receptor cAMP signaling; Q6W5P4; CHO-NPSR cells, cAMP TR-FRET, antagonist mode; Potency, µM (highest dose often 38.3 µM), inactives show top-dose activity change, negative = inhibition, actives largely listed as inhibitors; 220,000 compounds, 1% hits; AID 1461; further: potency means the concentration at half of the fitted maximal effect; on the % scale 0 is the no-effect control and ±100 the full control effect; nearly all actives have a fitted effect of over 50% in size; many of its hits are not listed in these tables
Target sequence (Q6W5P4 whole entry, looked up): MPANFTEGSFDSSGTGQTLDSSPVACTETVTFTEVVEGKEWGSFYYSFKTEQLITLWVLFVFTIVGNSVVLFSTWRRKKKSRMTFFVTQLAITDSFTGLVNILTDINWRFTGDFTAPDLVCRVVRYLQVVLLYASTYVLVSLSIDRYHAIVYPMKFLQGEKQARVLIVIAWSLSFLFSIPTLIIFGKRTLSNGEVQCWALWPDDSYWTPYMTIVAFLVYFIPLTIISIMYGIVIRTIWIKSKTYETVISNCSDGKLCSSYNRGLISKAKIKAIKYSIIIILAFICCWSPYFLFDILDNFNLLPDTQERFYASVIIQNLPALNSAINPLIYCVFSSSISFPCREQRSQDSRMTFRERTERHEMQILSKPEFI
HTT aggregate – mutant huntingtin aggregation inhibition; PC12 HttQ103-GFP aggregates, Acumen cytometry, 40 h; Potency, µM (titrated, usually from 46.1 µM), without a hit: at the highest dose activity change, negative = inhibition, hits mostly inhibitors; 220,000 compounds, 1.1% hits; further: potency means the concentration at half of the fitted maximal effect; on the % scale 0 is the no-effect control and ±100 the full control effect; nearly all actives have a fitted effect of over 60% in size
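Read-out: GFP aggregate count by laser scanning cytometer (488 nm excitation, 500-530 nm emission, 1–25 µm objects >6 SD above background). Cells: PC12, inducible HTTex1-Q103-GFP, 100 nM tebufenozide; compounds titrated.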
Numbers without * were called inactive; ? = inconclusive; · = not tested or not shown; [ ] = remark or other dose. Unless noted, the call rests on the fitted dose curve; in most records, active means well fitted curve in the direction sought with a large enough effect; inconclusive means small, poorly fitted or top-dose-only effect, or another doubt; inactive means no such curve, though single readings can be large; an effect the other way counts as inactive or inconclusive. These rows are one share of the data; rates above refer to the full screens.

mol | CBFb RUNX1 block | KinaseGlo FLuc | Lamin A splicing | IMPase Li cell | Epigenetic derep | NPSR antag | HTT aggregate
CC(C)(C)[C@@H]1C=C(C(=O)N2CCN(Cc3ccc4c(c3)OCO4)CC2)O[C@H](OCc2ccc(CO)cc2)C1 | 4.4% | · | · | 9.0% | 1.2% | 57.2% | 17.2%[9.22 µM]
O=C1C(Nc2cccc(O)c2)=C(N2CCCCC2)C(=O)c2ccccc21 | 0.0% | -5.1% | 10.6% | 24.5%[38.3 µM] | 0.0% | ? | ?
Nc1ncnc2[nH]c(=O)[nH]c12 | · | -1.6% | -4.1% | 0.2% | -0.1% | · | ·
CCOC(=O)c1c(CN(CC)CC)oc2ccc(OC)cc12 | -0.6% | 0.2% | -5.7% | 3.7% | -0.8% | 7.2%[46.1 µM] | 10.0%
Cc1nnc(N(C)C(=O)Cc2ccc3c(c2)OCO3)s1 | -3.4% | -0.6% | -9.7% | 2.9% | -0.8% | 5.0%[46.1 µM] | -17.1%
Cc1cccc(NC(=O)CCCN2C(=O)c3ccccc3C2=O)n1 | 3.0% | -0.3% | -1.9% | 0.2%[38.3 µM] | 0.0% | -5.6%[46.1 µM] | -2.9%
CCC(C)NC(=O)Cc1ccc(-c2ccccc2)cc1 (configuration not stated) | 11.4% | -1.1% | -27.9%[46 µM] | -2.4% | -1.5% | -14.1% | 11.6%
COc1ccccc1-c1ccc(/C=C2/C=C(CC(C)C)OC2=O)o1 | -17.8% | 2.2% | ? | 1.7% | -10.8% | -24.3% | ?
CS(=O)(=O)N1CCN(c2ccccc2NC(=O)c2cccnc2)CC1 | 4.3% | 4.0% | 3.4% | 2.8%[38.3 µM] | 0.0% | -5.8%[46.1 µM] | 4.9%
CN1/C(=C\C(=O)Nc2ccc(Br)cc2)C(C)(C)c2ccccc21 | -6.9% | 0.5% | ? | 9.9% | 15.9% | 0.4% | -11.0%
CCOc1ccc(-n2ccnc2SCC(=O)NCc2ccc3c(c2)OCO3)cc1 | -9.7% | 0.2% | 6.7% | 14.6%[38.3 µM] | 0.0% | -7.4%[46.1 µM] | 8.0%
O=C(CCN1CCOCC1)c1ccc(Br)cc1 | 6.0% | -0.8% | ? | 5.6% | ? | -16.8% | 2.8%[9.22 µM]
O=C(CSc1nnc(CNc2ccc(F)cc2)o1)N1CCN(C(=O)c2ccco2)CC1 | 4.5% | 0.5% | 3.3% | 7.3%[38.3 µM] | -0.2% | 0.0%[46.1 µM] | 7.1%
COC(=O)c1ccc(C(NC(=O)OCc2ccccc2)/C(F)=C/[C@@H](C)C(=O)Nc2ccc(OC)cc2)cc1 (some centres not stated) | 2.8% | -1.2% | · | -0.8% | 0.0% | · | ·
CC1(C)Cc2cccc(Oc3ccc(S(=O)(=O)N4CCCC4)cn3)c2O1 | -9.1% | -0.5% | · | 8.4% | 3.8% | -19.1% | 17.6%
COC(=O)[C@H](COC(C)(C)C)NC(=O)O[C@@H]1C(=O)c2ccc(OC)cc2O[C@H]1c1cccc(C(F)(F)F)c1 | -2.3% | 1.4% | · | -3.9% | -1.1% | · | ·
CCCCc1c(C)c2cc(C)ccc2[nH]c1=O | -0.9% | -3.4% | 4.6% | 31.0%[38.3 µM] | 0.0% | -26.3%[46.1 µM] | ?
CCCCN1C(=O)NC2NC(=O)NC21 (configuration not stated) | -16.1% | 3.9% | -5.4% | -2.0% | -1.0% | 18.0%[46.1 µM] | 25.1%
COc1cc(NC(=O)N2CCOCC2)cc(OC)c1 | 3.4% | 1.7% | 5.6% | 9.1%[38.3 µM] | -0.7% | -5.2%[46.1 µM] | -1.2%
N#Cc1ccc(Oc2ccc(C(F)(F)F)cc2NC(=O)c2ccc(F)cc2)cc1 | 13.4% | · | 7.6%[46 µM] | · | 1.1% | 59.3% | -6.0%[9.22 µM]
COc1ccccc1Oc1nc(-c2cccnc2)nc2ccccc12 | -9.1% | -2.0% | · | 7.5% | 0.0% | ? | -9.4%
Cc1c(C(=O)N2CCN(c3ccccc3)CC2)sc2ncnc(N3CCC(C)CC3)c12 | 5.2% | 9.4% | ? | 1.4% | 0.0% | -27.0%[46.1 µM] | 15.3%
O=C(Cn1nnc(-c2cccc(C(F)(F)F)c2)n1)NC(=O)NCc1ccco1 | 7.3% | -1.9% | -3.4% | -4.4%[38.3 µM] | -1.1% | -6.9%[46.1 µM] | -8.4%
COc1ccccc1-c1nn2c(-c3ccco3)nnc2s1 | 0.8% | 1.5% | -15.4% | -2.2%[38.3 µM] | -6.8% | ? | -4.0%
CCN(CC)c1ccc(/C=N/NC(=O)c2cccc(S(=O)(=O)Nc3ccccc3OC)c2)cc1 | -3.2% | -2.3% | -3.3%[46 µM] | 0.0% | 1.1% | -30.7% | 3.6%
Cc1cc(C)c(S(=O)(=O)c2ccccc2C)c(Oc2ccccc2)n1 | 9.4% | -0.2% | 1.8% | 18.4% | -3.4% | -21.2%[46.1 µM] | -12.4%
Cc1cccc(Oc2ccccc2N)c1 | -2.7% | -2.4% | 0.3% | 23.0%[38.3 µM] | -10.0% | 2.8%[46.1 µM] | 23.3%
COc1cc2c(cc1OC)N1C(=O)CC(OCC(=O)O)C3C4CC5(CCN5C(=O)C4=O)C2C31 (configuration not stated) | 4.3% | -0.4% | · | 18.1% | 0.0% | 27.3% | -15.1%[9.22 µM]
O=C(CNC(=O)c1cccc(F)c1)N/N=C/C=C/c1ccccc1 | -4.0% | 1.1% | 17.1%[46 µM] | 1.1% | 0.8% | -6.5% | -6.0%
CCn1c(C2CC(=O)N(Cc3ccccc3)C2)nc2ccccc21 (configuration not stated) | 10.5% | 0.8% | -9.4% | 18.2%[38.3 µM] | 0.0% | 3.1%[46.1 µM] | -0.3%
COCCNC(=S)N/N=C/c1ccc2c(c1)OCCO2 | 10.6% | -0.8% | -10.3%[46 µM] | 2.2% | -1.5% | -6.0% | 26.0%
O=c1c2ccccc2oc2nc(C3CCCCC3)n(Cc3ccco3)c(=O)c12 | -0.6% | -0.9% | 17.2% | 3.8%[38.3 µM] | 2.0% | -3.9%[46.1 µM] | 10.1%
CCOC(=O)c1c(C)c(C)n(Cc2cccc(OC)c2OC)c1C | -2.2% | 7.2% | ? | 8.4% | 0.1% | -11.2% | 18.3%
CN(CCNC(=O)C1(O)c2ccccc2NC(=O)N1c1ccccc1)Cc1ccccc1 (configuration not stated) | 2.0% | -3.9% | -6.2% | 5.8%[38.3 µM] | 3.9% | -1.0%[46.1 µM] | 1.0%
CCOC(=O)C1=C(C)NC(C)=C(C(=O)OCC)C1c1cccs1 | 0.8% | -0.3% | ? | 6.9% | 0.0% | 1.0% | 10.1%
Cc1c(C(=O)Nc2ccccc2)sc2nc[nH]c(=O)c12 | 2.2% | 2.1% | -9.3% | -0.8% | -1.1% | 13.5% | -11.8%
Cc1noc(C)c1COC(=O)CCCc1c[nH]c2ccccc12 | 1.9% | -2.3% | 4.9% | 38.9%[activator][38.3 µM] | -1.0% | -24.0%[46.1 µM] | -6.5%
CCNC(=O)CC1C(=O)N(CC)C(=S)N1NC(=O)c1cccnc1 (configuration not stated) | -2.7% | 0.1% | · | 10.3% | 1.5% | 6.4% | -8.0%
CCOC(=O)c1c(N)sc(C(O)(C(F)(F)F)C(F)(F)F)c1-c1ccccc1 | 5.3% | -2.6% | 8.1% | 0.3%[38.3 µM] | -7.3% | -18.9%[46.1 µM] | -6.8%
CCCCCn1c(C(Cc2ccccc2)NC(=O)COC)nc2ccccc21 (configuration not stated) | 6.9% | -0.5% | 3.2% | 24.4%[38.3 µM] | -0.8% | -12.8%[46.1 µM] | -26.6%
COc1cc2c(cc1OC)CN(C(=O)c1ccc(S(=O)(=O)N3CCCCCC3)cc1)CC2 | 7.2% | 3.0% | -22.0% | 1.1% | -2.2% | -5.1% | 9.6%
CCCOc1ccc(NC(=O)OC2CCN(C)CC2)cc1 | -5.8% | -1.3% | 3.6% | 9.2% | 12.8% | 4.2% | -5.2%
CCCCN(CC)S(=O)(=O)c1ccc(C(=O)Nc2nnc(-c3ccccc3Cl)o2)cc1 | 1.2% | -4.1% | ? | 4.0%[38.3 µM] | -0.2% | -8.9%[46.1 µM] | 10µM*
O=C(NCCc1cccs1)c1ccc(Cl)cc1 | 6.3% | · | · | · | -0.4% | 1.8% | -5.3%[9.22 µM]
COc1ccc(-c2ccc(OC)cc2C(=O)O)cc1 | 0.5% | 7.8% | -5.2% | 5.7%[38.3 µM] | -1.1% | 2.0%[46.1 µM] | -18.5%
COc1cccc(C(=O)NCC2(c3ccccc3)CCCC2)c1 | -6.9% | -1.5% | · | 17.2% | -1.1% | -46.0% | 10.0%[9.22 µM]
NC(=O)c1nsc(C(=O)N(CC(=O)NCc2ccco2)c2ccccc2F)c1N | -1.6% | 3.8% | -9.3% | 9.5% | -1.0% | -3.2% | -11.8%
Cc1ccc(Sc2c(C=O)c3ccccc3n2C)cc1 | 26.9% | 6.7% | 8.7% | ? | 0.0% | ? | 10µM*
O=C(NC1=NCCS1)C12CC3CC(CC(C3)C1)C2 | -1.8% | 0.0% | ? | -0.8% | -0.1% | 6.2% | 0.5%
Oc1ccc2c(c1)C1CCCC1(N1CCOCC1)O2 (configuration not stated) | -27.9% | -5.3% | 25.3% | 36.8%[activator][38.3 µM] | 0.9% | -0.9%[46.1 µM] | 11.5%

Following part:
mol | CBFb RUNX1 block | KinaseGlo FLuc | Lamin A splicing | IMPase Li cell | Epigenetic derep | NPSR antag | HTT aggregate
Cc1occc1-c1nnc(SCC(=O)N2CCOCC2)n1CCc1ccccc1 | 6.8% | 0.6% | -7.7% | 1.2% | 0.9% | -10.3%[46.1 µM] | 6.3%
CC(C)NC(=O)NNc1c(Cl)cncc1Cl | 14.3% | · | · | · | 0.0% | 15.1% | 3.9%[9.22 µM]
O=C(CSc1nnnn1C1CCCCC1)NCc1cccs1 | 2.6% | -1.7% | -7.5%[46 µM] | 3.7% | 3.2% | -12.8% | 7.8%[9.22 µM]
CCOC(=O)c1ccc(NC(=O)C2CC(=O)N=C(N)S2)cc1 (configuration not stated) | 7.4% | -6.0% | 6.9%[46 µM] | -1.0% | 2.4% | -18.4% | 10.0%[9.22 µM]

Compound activity: PubChem, National Center for Advancing Translational Sciences (NCATS)
